Dyrk1A ADPGlo: rat Dyrk1A kinase inhibitors, primary screen, biochemical, single point, plate reader | Dual specificity tyrosine-phosphorylation-regulated kinase 1A (Rattus norvegicus), Q63470 | ADP-Glo luminescence, NFATc1 peptide | inhibition, % at 12.5 µM | 0.43% of 310,000 active | AID 504441, 2011; in the data active means inhibition above about 50%;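 further: plate controls were vehicle with enzyme for no effect and no enzyme for full effect; many of its hits are not listed in these tables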
HSF1 activator: HSF-1 activators, primary screen, NIH3T3-HGL cells, MG132 stress, luminescence, single point; NIH3T3-HGL HSF-1 luciferase reporter, 8 h; 100% = twice DMSO control signal; 1.7% of 300,000 active; activation, % at 9 µM;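 active means mean replicate activation of at least 50% with a set share of replicates each reaching 50%; inconclusive means only one of those two conditions met; inactive means mean below 50% and too few replicates reaching it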;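 further: 0% = median of the neutral control wells and 100% = twice that signal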
HSP90 inh: HSP90 inhibitors, primary screen, cell lysate, luminescence; Heat shock protein HSP 90 (rabbit reticulocyte lysate; luciferase refolding); Rabbit reticulocyte lysate, luciferase refolding luminescence, 3 h; inhibition, % at 5.6 µM; 0.91% of 290,000 active; AID 1789, 2009;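 active means inhibition above the screen-wide mean plus 3 SD, computed separately per campaign, cut at about 16% in these data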;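 further: 0% = DMSO wells and 100% = 60 µM geldanamycin wells; inhibitors lower the luminescence because luciferase stays unfolded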
PolyA inh: polyadenylation inhibitors in yeast reporter cells, primary screen, luminescence, S. cerevisiae | S. cerevisiae SKY197-pL101 polyadenylation reporter, beta-gal luminescence; efflux-impaired pdr1/pdr3 knockout yeast; score 100 = 6 SD above DMSO | calls only at 12 µM | 0.02% of 300,000 active;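 active means lowest replicate activity score at least 50, where 100 means six control SD above control mean; inconclusive means lowest score under 50 but half or more replicates reach 50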;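 further: yeast exposed to compound for 9 h at 30 °C; higher score means more reporter readthrough which indicates perturbed polyadenylation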
GSK3A inh: blockers of GSK3A enzyme activity – biochemical, luminescence, cell-free homogeneous, HTS, primary screen; GSK-3 alpha kinase, ADP-Glo luminescence, 60 min; Glycogen synthase kinase-3 alpha (Homo sapiens), P49840; inhibition, % at 10 µM; AID 2650, 2010; 0.1% of 320,000 active;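 in the data active means inhibition above about 50%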;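 further: GST-tagged GSK-3 alpha with peptide substrate and 25 µM ATP; 0% = DMSO neutral wells and 100% = GW8510 positive control wells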
Target sequence (P49840 whole entry, looked up): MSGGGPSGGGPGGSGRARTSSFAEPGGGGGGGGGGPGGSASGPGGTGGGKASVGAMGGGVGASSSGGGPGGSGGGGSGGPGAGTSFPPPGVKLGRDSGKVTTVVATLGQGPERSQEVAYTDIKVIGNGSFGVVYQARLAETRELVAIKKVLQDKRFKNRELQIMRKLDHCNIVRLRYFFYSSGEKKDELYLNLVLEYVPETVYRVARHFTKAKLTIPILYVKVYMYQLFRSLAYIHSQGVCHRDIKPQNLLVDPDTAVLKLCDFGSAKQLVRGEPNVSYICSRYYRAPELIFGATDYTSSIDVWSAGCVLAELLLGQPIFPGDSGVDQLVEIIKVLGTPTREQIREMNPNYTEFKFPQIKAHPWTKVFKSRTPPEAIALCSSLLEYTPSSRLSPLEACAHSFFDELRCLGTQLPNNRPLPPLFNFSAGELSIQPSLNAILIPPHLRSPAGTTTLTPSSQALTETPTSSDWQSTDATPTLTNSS
AI-2 QS mod: Vibrio harveyi AI-2 quorum sensing modulators, primary screen, JMH597 strain, luminescence/OD600 ratio; Vibrio harveyi JMH597 AI-2 luminescence/OD600 ratio, 9 h; hits give low values; strain lacks LuxN and CqsS sensors; 0 = neutral-control median; activity change, % at 7.5 µM; 0.4% of 300,000 active; AID 2094, 2009; in the data active means activity change below about -75%, passing the limit was not always enough; inconclusive means no clear call, values can overlap the other calls;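 further: luminescence divided by OD600 gain over 9 h not by final OD600 alone; inactives centre near 13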
GSK3B inh: human GSK3beta kinase inhibitors, primary screen, biochemical, cell-free homogeneous, HTS | Glycogen synthase kinase-3 beta (Homo sapiens), P49841 | GST-GSK3beta kinase, ADP-Glo luminescence, 60 min; hits give low values | activity score (negative = inhibition), % at 10 µM | 0.038% of 300,000 active;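 active means more than half of replicate wells score below -50%, meaning over 50% inhibition versus plate controls; inconclusive means some replicates but at most half score below -50%; inactive means no replicate scores below -50%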;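 further: 0% = median DMSO wells and -100% = median GW8510 positive control wells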
Target sequence (P49841 whole entry, looked up): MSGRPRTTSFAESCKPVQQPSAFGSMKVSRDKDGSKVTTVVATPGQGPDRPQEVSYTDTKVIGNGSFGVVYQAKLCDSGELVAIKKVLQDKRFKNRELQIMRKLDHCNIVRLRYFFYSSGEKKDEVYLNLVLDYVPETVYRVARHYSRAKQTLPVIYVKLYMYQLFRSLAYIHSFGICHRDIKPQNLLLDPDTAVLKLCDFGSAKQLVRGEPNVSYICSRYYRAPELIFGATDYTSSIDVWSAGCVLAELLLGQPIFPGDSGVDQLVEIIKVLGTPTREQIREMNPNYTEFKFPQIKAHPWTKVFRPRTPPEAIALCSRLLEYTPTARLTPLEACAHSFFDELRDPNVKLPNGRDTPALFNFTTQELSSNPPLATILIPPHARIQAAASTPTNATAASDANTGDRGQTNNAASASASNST
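Test system: GST-tagged human GSK3beta kinase, cell-free; evaluation: activity score scaled between in-plate DMSO and GW8510 controls; measured by: ADP-Glo luminescence; incubation: 60 min reaction, RT; benchmarks: DMSO and 20 µM GW8510; reagent: peptide substrate plus 25 µM ATP (final); medium: Tris/MgCl2 kinase buffer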
HDAC3 inhib: HDAC3 deacetylase inhibitors, primary screen, biochemical, fluorescence, cell-free homogeneous; Histone deacetylase 3 (Homo sapiens), O15379; recombinant HDAC3, fluorogenic peptide/trypsin coupled; inhibition, % at 8.3 µM; 0.15% of 320,000 active; in the data active means inhibition above about 26%, passing the limit was not always enough; inconclusive means no clear call, values can overlap the other calls
HSF1 inhib: HSF1 inhibitors in luciferase reporter cells, primary screen, cell-based, NIH3T3, luminescence; NIH3T3-HGL HSE-luciferase, MG132-induced, luminescence 8 h; hits give low values; activity change, negative = inhibition, % at 7.5 µM (by protocol); 0.77% of 300,000 active; AID 2098, 2009;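 active means more than half of replicate wells show activity change below -50%, luminescence cut by over half; inconclusive means some wells, but at most half, below -50%; inactive means no replicate well below -50%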;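 further: luciferase reports HSF-1 transcriptional activity via heat shock element; 0% = median of DMSO wells and -100% = zero luminescence signal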
Platelet DG rel: inhibitors of platelet dense granule secretion, primary screen, cell-based, MLPCN, human platelets; human platelet-rich plasma, SFLLRN dense granule ATP release, luminescence; inhibition, %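 (compounds screened at 7.5 µM in platelet-rich plasma)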; 0.22% of 300,000 active;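 active means mean replicate score, as percent of positive control, at or above 50; inconclusive means mean below 50 but at least one replicate at or above 50; inactive means mean and every replicate below 50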
Numbers without * were called inactive; i = inactive; ? = inconclusive; nt = not tested or not shown.

SMILES	Dyrk1A ADPGlo	HSF1 activator	HSP90 inh	PolyA inh	GSK3A inh	AI-2 QS mod	GSK3B inh	HDAC3 inhib	HSF1 inhib	Platelet DG rel
Cn1c(SCC(=O)N2CCCCC2)nnc1-c1ccc(S(=O)(=O)N2CCOCC2)cc1	-3	0	-1	i	-3	39	0	-5	-7	7
CCOC(=O)N1CCN(C(=O)c2ccc3c(c2)sc2nc(-c4ccc(OC)cc4)cn23)CC1	7	nt	5	i	-2	33	-4	-4	nt	0
COc1ccc(C(=O)Nc2nc(CC(=O)NCc3ccc(F)cc3)cs2)cc1	3	16	nt	i	-2	12	0	0	10	2
Cc1cc2cc(CN(CC3CCCO3)C(=S)Nc3ccccc3)c(=O)[nH]c2cc1C (centres undefined)	-1	17	-5	i	-1	11	-1	9	-5	-2
CC(=O)NC1=NC(=O)CS1	-7	5	3	i	0	36	-3	0	1	-4
CC1Oc2ccccc2C=C1/C=N/NC(=O)c1ccccc1O (centres undefined)	-4	-10	5	i	-1	7	-1	2	16	7
O=C(CC(=O)NCCc1ccccc1)NCCc1ccccc1	1	6	2	i	-2	-4	0	-1	-1	-8
N#C/C(=C\c1cccn1-c1ccccc1)C(=O)NC1CCCCC1	2	5	3	i	0	24	-1	5	0	-3
O=c1c2oc3ccccc3c2ncn1Cc1ccc(F)cc1	nt	8	-2	i	-2	-22	-16	-8	1	-2
COc1ccccc1NS(=O)(=O)c1cccc(NC(=O)Nc2ccccc2)c1	0	-12	1	i	-4	-5	2	13	-3	-1
NC(=O)[C@H]1CC2(CC(c3cccc(NC(=O)COc4ccc(Cl)cc4)c3)=NO2)CN1C(=O)Cc1ccc([N+](=O)[O-])cc1 (some centres undefined)	11	-18	nt	i	-3	16	-2	?	0	1
CCOC(=O)CSc1nc(C)cc(=O)[nH]1	4	-7	-4	i	2	21	-2	-2	-9	-1
CCOC(=O)C1(Cc2cccc(F)c2)CCN(C2CCOCC2)CC1	-3	2	5	i	0	3	-2	-1	4	0
CCOc1ccccc1NC(=O)COc1coc(CN2CCCc3ccccc32)cc1=O	11	14	nt	i	0	25	0	2	1	2
CCCCCCCNC(=O)CN1N=C(c2ccc(C)cc2)CCC1=O	-1	20	-4	i	-1	7	3	3	4	4
CC(C)Cn1c(-c2cc(Br)ccc2F)nc2c1c(=O)[nH]c(=O)n2CC(C)C	-5	-14	0	i	13	28	3	-18	3	-14
c1ccc(-c2ccc(-c3ccccn3)s2)nc1	11	36	2	i	1	20	2	-32	20	16
CSc1nc(N)nc(SCC(=O)Nc2cccc(F)c2)c1C#N	4	18	1	i	1	25	0	8	16	-1
COc1cc2c(cc1OC)CN(Cc1cc(=O)oc3cc(C)c(C)cc13)CC2	-4	33	0	i	0	4	-5	0	4	-9
CCOC(=O)CNC(=O)c1cn(C)c(=O)c2cc(OC)c(OC)cc12	6	-25	1	i	1	17	-2	-1	-12	5
Cc1cccc(CC(=O)NCCn2c(C)cc3ccccc32)c1	0	-12	3	i	-3	35	4	nt	5	6
CCc1ccc(NC(=O)Nc2ccc3c(c2)N(C)C(=O)CS3)cc1	7	2	-1	i	-2	-4	4	11	-3	17
Cc1ccc(CONC(=O)c2ccccc2)cc1	0	20	15	i	-1	18	2	4	2	-24
COc1ccc(OC)c(Cc2nnc(CCC(=O)N3CCC(N4CCCCC4)CC3)o2)c1	6	3	5	i	-3	9	-2	1	0	1
Cc1ccc(C)c(NS(=O)(=O)c2ccc(OCC(=O)NCC3CCCO3)cc2)c1 (centres undefined)	6	-1	4	i	-1	10	-1	1	-3	1
CC(C)(C)OC(=O)N1CCC(c2cc(=O)n3[nH]cc(C(=O)Nc4ccc(F)c(Cl)c4)c3n2)CC1	2	-27	0	i	-2	6	1	5	-2	0
Cn1ccnc1C1CCCCN1C(=O)c1cc(COc2ccc(F)cc2F)on1 (centres undefined)	nt	1	0	i	1	10	-1	-2	6	1
COc1cccc(-c2nnc(NC(=O)c3ccc(S(=O)(=O)N4CC(C)OC(C)C4)cc3)o2)c1 (centres undefined)	6	-4	0	i	-3	14	-1	-3	-16	5
COc1ccccc1C(=O)Nc1ccc(S(=O)(=O)Nc2cnc3ccccc3n2)cc1	6	0	2	i	-2	-71	2	1	5	13
NC(=O)C1(N2CCCCC2)CCN(C(=O)c2ccccc2)CC1	-3	-7	1	i	1	14	3	1	2	-2
Cc1nn(Cc2nc(-c3cccs3)no2)c(C)c1Br	2	-1	1	i	-3	2	-5	-6	5	-5
O=S(=O)(NCc1cn2ccccc2n1)c1cc(F)ccc1F	11	38	1	i	1	3	0	7	10	0
CCc1cc(=O)oc2cc3occ(-c4ccc(OC)c(F)c4)c3cc12	2	-19	3	i	-1	14	3	1	-12	-8
COc1ccc(/C=C/C(=O)Oc2cccc(/C=N/NC(=O)c3cccc(F)c3)c2)cc1	-4	1	-5	i	-2	13	1	9	9	-6
NC(=O)CC(NC(=O)Cc1cccc2ccccc12)c1ccc(NCc2ccccn2)c([N+](=O)[O-])c1 (centres undefined)	-4	-4	nt	i	-2	21	-2	-7	-6	2
COc1ccc(N(C)S(=O)(=O)c2cccc(C(=O)Nc3nnc(C4CC4)s3)c2)cc1	nt	-52	-1	i	-2	16	1	-5	-39	13
COc1ccc(C2CN=NC23CCc2ccccc2C3=O)cc1 (centres undefined)	nt	-1	2	i	-8	24	1	-10	-10	-2
Cn1c(NC(=O)c2ccccc2C(F)(F)F)cc(=O)n(C)c1=O	7	5	-3	i	-2	24	-5	-16	-1	4
O=C(Nc1ccccc1)NC1CCN(Cc2nnnn2C2CCCCC2)CC1	0	-11	0	i	2	0	3	16	-1	-3
O=C1OC(C(=O)Nc2ccccc2)Cc2ccccc21 (centres undefined)	-1	nt	-3	nt	-2	33	3	-2	nt	nt
Cc1ccc(CN2C(=O)CCC2C(=O)NCCc2ccccc2)cc1 (centres undefined)	-1	14	9	i	-1	11	3	-3	-3	4
COc1ccc(-c2cc(-c3cccs3)nc3sc(C#N)c(N)c23)cc1	0	15	8	i	-1	29	2	0	-7	-7
Cc1ccc(C)c2c1cc(C)c1nnc(SCC(=O)Nc3nc4c(s3)CCCC4)n12	1	-2	-2	i	-4	15	-3	1	-5	9
CCC(=O)N1CCc2cc(OC)c(OC)cc2C1COc1ccc(C(=O)OC)cc1 (centres undefined)	-11	10	-1	nt	-2	21	4	2	1	6
CC1CCCCN1CCCNC(=O)c1cc(Br)c(Br)[nH]1 (centres undefined)	3	-1	-1	i	0	16	-5	7	-3	-1
Cc1ccc(S(=O)(=O)N2CCC(C(=O)O)CC2)cc1	3	-13	-2	i	-1	8	3	-6	-4	-1
Cc1ccc(S(=O)(=O)/N=C(/c2ccccc2)N2CCOCC2)c(C)c1	-1	-1	-3	i	-2	1	0	-3	-4	-1
CCCc1nnc(NC(=O)Nc2ccccc2OC)s1	-3	38	-4	i	-3	26	2	7	18	-10
CN(C)CCCNc1nc(N)c([N+](=O)[O-])c(NCc2ccccc2)n1	23	6	-1	i	36	11	-14	3	-3	0
CC(NC(=O)Cn1cccc1C(=O)c1ccccc1)c1ccccc1 (centres undefined)	1	1	-3	i	0	19	-2	1	5	-5
O=C(CSc1ccccc1Cl)N1CCC(c2nc3ccccc3s2)CC1	10	nt	3	i	0	9	-6	10	nt	nt
COCCN(C(=O)COC(=O)c1ccc(C)o1)c1c(N)n(Cc2ccccc2)c(=O)[nH]c1=O	nt	-13	nt	i	0	11	2	1	-6	30
COc1ccc(C(=O)NC2CC2)cc1OC1CCN(Cc2ccc(F)cc2Cl)CC1	nt	2	-3	i	2	34	-2	-3	3	-2
COc1ccc(Cl)cc1NC(=O)c1cccnc1	4	1	-3	i	2	26	1	0	-5	-3
CCN(CC(=O)NCc1cccs1)C(=O)CCC(=O)c1ccc(C)cc1	nt	-6	nt	i	-1	18	1	4	0	-1

Part of the list above in another layout:
Molecule | Dyrk1A ADPGlo | HSF1 activator | HSP90 inh | PolyA inh | GSK3A inh | AI-2 QS mod | GSK3B inh | HDAC3 inhib | HSF1 inhib | Platelet DG rel
CCC(=O)N1CCc2cc(OC)c(OC)cc2C1COc1ccc(C(=O)OC)cc1 (centres undefined) | -11 | 10 | -1 | nt | -2 | 21 | 4 | 2 | 1 | 6
CC1CCCCN1CCCNC(=O)c1cc(Br)c(Br)[nH]1 (centres undefined) | 3 | -1 | -1 | i | 0 | 16 | -5 | 7 | -3 | -1
Cc1ccc(S(=O)(=O)N2CCC(C(=O)O)CC2)cc1 | 3 | -13 | -2 | i | -1 | 8 | 3 | -6 | -4 | -1
Cc1ccc(S(=O)(=O)/N=C(/c2ccccc2)N2CCOCC2)c(C)c1 | -1 | -1 | -3 | i | -2 | 1 | 0 | -3 | -4 | -1
CCCc1nnc(NC(=O)Nc2ccccc2OC)s1 | -3 | 38 | -4 | i | -3 | 26 | 2 | 7 | 18 | -10
CN(C)CCCNc1nc(N)c([N+](=O)[O-])c(NCc2ccccc2)n1 | 23 | 6 | -1 | i | 36 | 11 | -14 | 3 | -3 | 0
CC(NC(=O)Cn1cccc1C(=O)c1ccccc1)c1ccccc1 (centres undefined) | 1 | 1 | -3 | i | 0 | 19 | -2 | 1 | 5 | -5
O=C(CSc1ccccc1Cl)N1CCC(c2nc3ccccc3s2)CC1 | 10 | nt | 3 | i | 0 | 9 | -6 | 10 | nt | nt
COCCN(C(=O)COC(=O)c1ccc(C)o1)c1c(N)n(Cc2ccccc2)c(=O)[nH]c1=O | nt | -13 | nt | i | 0 | 11 | 2 | 1 | -6 | 30

This is a subset. The share of hits here may be higher or lower than overall.
